Screening data (PubChem)
Nrf2 activator: activates Nrf2 signaling. AREc32 ARE-luciferase reporter (MCF7-derived line), luminescence, 24 h. Potency, µM (doses to about 46.1 µM), for inactives: at the top dose activation, most hits filed as activators. 410,000 tested, 0.31% active. AID 624171; also: % of control where 0% means no effect; nearly all actives have a fitted effect of over 65% in size
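Nrf2 activation is followed as ARE-luciferase induction in the AREc32 line after one day of compound treatment; luminescence is read with Steady-Glo.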
ATXN viability: reduces viability in counter-screen for ATXN expression inhibitors. S2 cells (HEK-293 line with an ATXN2-luciferase reporter) viability, CellTiter-Fluor protease fluorescence, 24 h. Potency, µM (series often up to 56.7 µM), hits mostly cytotoxic. 400,000 tested, 0.49% active; also: nearly all actives have a fitted effect of over 40% in size
HepG2 viability: counter-screen for TGF-b inhibitors: cytotoxicity in HepG2 cells. HepG2 CAGA-GFP viability, ATP luminescence, 18 h. Potency, µM (doses to about 46.1 µM), for the others: at the highest dose activity change, negative = cytotoxicity, usual class: cytotoxic. 410,000 tested, 0.76% active. AID 588856; also: some results filed as inactive show a strong effect at the top dose
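HepG2 CAGA-GFP cells (1000/well, DMEM with 1% FBS) received compound, then TGF-beta at 500 pg/mL final, and were incubated 18 hours at 37 degrees C. Viability was read by CellTiter-Glo luminescence. Media-only wells were set as complete cell-killing and DMSO as no toxicity.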
EPAC2 antagonist: antagonists of human EPAC2. 360,000 tested, 0.18% active. EPAC2 GEF exchange of Rap1B-BODIPY-GDP, fluorescence. Q8WZA2. Potency, µM (top dose mostly 114 µM), inactives show at the top dose activity, negative = inhibition, most hits filed as inhibitors; also: % is scaled to controls: 0 for no effect and ±100 for the full control effect; nearly all actives have a fitted effect of over 45% in size; many of its hits are not listed in these tables
Target sequence (Q8WZA2 whole entry, looked up): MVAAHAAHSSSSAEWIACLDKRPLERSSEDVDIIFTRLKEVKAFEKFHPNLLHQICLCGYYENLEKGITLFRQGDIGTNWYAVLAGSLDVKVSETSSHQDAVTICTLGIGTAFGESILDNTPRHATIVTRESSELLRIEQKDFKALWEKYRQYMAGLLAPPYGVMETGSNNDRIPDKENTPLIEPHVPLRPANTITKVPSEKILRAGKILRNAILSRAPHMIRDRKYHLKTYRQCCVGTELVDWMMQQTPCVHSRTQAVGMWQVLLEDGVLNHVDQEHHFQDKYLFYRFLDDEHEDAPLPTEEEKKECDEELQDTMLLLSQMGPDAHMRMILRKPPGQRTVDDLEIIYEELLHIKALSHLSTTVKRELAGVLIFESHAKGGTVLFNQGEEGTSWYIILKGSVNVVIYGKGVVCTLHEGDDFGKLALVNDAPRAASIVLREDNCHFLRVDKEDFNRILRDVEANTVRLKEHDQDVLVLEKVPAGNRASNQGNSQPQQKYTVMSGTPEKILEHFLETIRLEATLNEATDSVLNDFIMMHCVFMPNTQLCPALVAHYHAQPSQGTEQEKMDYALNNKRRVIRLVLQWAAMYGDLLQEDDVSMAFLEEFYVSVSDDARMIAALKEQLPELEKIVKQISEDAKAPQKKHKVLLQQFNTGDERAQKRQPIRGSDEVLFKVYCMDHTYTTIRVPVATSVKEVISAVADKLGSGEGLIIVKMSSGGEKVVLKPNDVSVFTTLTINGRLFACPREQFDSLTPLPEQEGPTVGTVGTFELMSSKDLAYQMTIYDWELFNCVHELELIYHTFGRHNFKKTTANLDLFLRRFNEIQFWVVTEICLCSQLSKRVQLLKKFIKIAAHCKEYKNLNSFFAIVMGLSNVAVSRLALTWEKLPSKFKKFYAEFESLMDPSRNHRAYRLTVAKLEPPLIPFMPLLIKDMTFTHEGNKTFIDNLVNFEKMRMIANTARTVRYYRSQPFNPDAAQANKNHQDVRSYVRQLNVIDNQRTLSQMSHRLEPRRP
TGFb inhibitor: blocks TGF-b signaling. Potency, µM (highest dose often 46.1 µM), inactives show at the highest dose activity, negative = inhibition, actives largely listed as inhibitors. HepG2 CAGA-GFP TGF-b/SMAD3 reporter, GFP fluorescence, 18 h; TGF-beta stimulated, 500 pg/mL final. 410,000 tested, 1.2% active; also: % is scaled to controls: 0 for no effect and ±100 for the full control effect; nearly all actives have a fitted effect of over 65% in size
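HEPG2 CAGA-GFP cells (1000/well, DMEM with 1% FBS) were pre-incubated 2 h at 37 degrees C, given compound by pin tool, then stimulated with TGF-beta at 500 pg/mL final for 18 h before per-cell GFP fluorescence imaging.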
MCF10A rerep: inducers of DNA re-replication in MCF 10A breast cells; MCF 10A DNA re-replication, Hoechst nuclear intensity, 48 h; Potency, µM (top dose mostly 46.1 µM), without a hit: at the top dose activity, positive = re-replication, most hits filed as activators; 350,000 tested, 2.9% active; also: % of control where 0% means no effect; nearly all actives have a fitted effect of over 50% in size
A549 viability: A549 cytotoxicity, counter-screen for Nrf2 inhibitors; Potency, µM (titrated, usually from 46 µM), without a hit: at the top dose activity change, negative = cytotoxicity, actives largely listed as inhibitors; A549 ARE-Fluc cells, CellTiter-Fluor viability, 18-24 h; 390,000 tested, 0.16% active; also: % is scaled to controls: 0 for no effect and ±100 for the full control effect
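A549 ARE-Fluc cells in 5% FBS OPTI-MEM, 5000 cells/well, rested 2 h then exposed to compounds in concentration-response for 18-24 h at 37 °C. Viability by CellTiter-Fluor fluorescence (Ex 405/Em 525) after 30 min; luciferase luminescence (BugLite, 15 min, RT) read afterwards.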
ATXN2 expr inh: ATXN2 expression inhibition. HEK-293 ATXN2-luciferase reporter, luminescence, 24 h. Potency, µM (doses to about 57 µM), for the others: at the highest dose activity change, negative = inhibition, usual class: inhibitors. 360,000 tested, 0.72% active; also: % is scaled to controls: 0 for no effect and ±100 for the full control effect; nearly all actives have a fitted effect of over 55% in size
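qHTS (up to 57 uM final) was run with 24 h compound exposure of reporter cells at 37 °C. Each well was multiplexed: SteadyGlo luminescence measured ATXN2-luciferase expression after a fluorogenic Gly-Phe-AFC viability readout (25 uM final).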
Nrf2 inh: Nrf2 pathway inhibition | A549 ARE-Fluc reporter, luciferase luminescence, 18-24 h | Potency, µM (top dose mostly 46 µM), without a hit: at the top dose activity change, negative = inhibition, most hits filed as inhibitors | 360,000 tested, 2.1% active; also: % is scaled to controls: 0 for no effect and ±100 for the full control effect; nearly all actives have a fitted effect of over 60% in size
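Reporter: ARE-Fluc in A549. Exposure: 18-24 h, 37 °C, 5% CO2, 5% FBS OPTI-MEM. Readouts: fluorescent cytotoxicity (CellTiter-Fluor), then luminescent Nrf2 signal after BugLite.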
* = called active by the depositor; i = inactive; ? = inconclusive; nt = not tested or not shown; [ ] = another dose, or the depositor's remark. Calls follow the shape of the dose curve; as a rule, active = well fitted curve in the direction sought with a large enough effect; inconclusive = small, poorly fitted or top-dose-only effect, or another doubt; inactive = no such curve, though single readings can be large; an effect the other way counts as inactive or inconclusive. Potency is read from the fitted curve at half-maximal effect.

The line under a structure holds: Nrf2 activator	ATXN viability	HepG2 viability	EPAC2 antagonist	TGFb inhibitor	MCF10A rerep	A549 viability	ATXN2 expr inh	Nrf2 inh
O=C(O)c1cc2cc(OCc3ccccc3)ccc2[nH]1
 : 0.0%	i	23%	5%	26%	24%	-6%	27%	23%
CCC(NS(=O)(=O)c1ccc2c(c1)NC(=O)C(C)C(=O)N2)c1cccs1 (centres undefined)
 : -0.8%	i	-3%	0%	-1%	2%	12%	-2%	5%
O=C(CCN1C(=O)C2CCCCC2C1=O)N1CCN(S(=O)(=O)c2cccc(F)c2)CC1 (centres undefined)
 : -0.5%	i	-6%	6%	-4%	2%	0%	0%	-3%
COc1ccc(Cl)cc1C(=O)NCCS(=O)(=O)N1CCN(c2ccccc2OC)CC1
 : -1.1%	nt	-21%	nt	?	nt	-11%	nt	nt
COC(=O)C1=C(C)N(Cc2ccccc2)C(=S)N[C@H]1c1cccc(C(F)(F)F)c1
 : 0.9%	?	-2%	?	?	-13%	-21%	-30%	18µM*
CC(CC(=O)Nc1ccc(-c2ccno2)cc1)n1cccn1 (centres undefined)
 : -0.5%	i	-16%	-1%	18%	-14%	0%	nt	-4%
Nc1nc2c(nc(SCc3ccccc3Br)n2[C@@H]2O[C@H](CO)[C@@H](O)[C@H]2O)c(=O)[nH]1
 : -0.3%	i	-5%	0%	5%	-3%	0%	10%	1%
C=CCn1nc(-c2ccccc2)c2c(C)onc2c1=O
 : 0.3%	?	-3%	-6%	5%	2%	3%	2%[11.3 µM]	1%
CC1CCN(c2nc3c(c(=O)n(C)c(=O)n3C)n2Cc2ccccc2)CC1
 : -0.3%	i	-37%	5%	?	19%	2%	-5%	1%
Cc1onc(-c2c(Cl)cccc2Cl)c1C(=O)NCCCN1CCOCC1
 : -1.2%	i	4%	12%	-9%	7%	5%	12%	9%
Cc1ccc(C(=O)Nc2ccc(S(=O)(=O)N3CCc4ccccc43)cc2)o1
 : 0.9%	i	-22%	-2%	?	1%	-23%	3%	21µM*
CCn1cc([N+](=O)[O-])c(C(=O)Nc2ccc3c(c2)OCCO3)n1
 : 0.3%	i	-16%	2%	-6%	8%	6%	9%	33%
O=C(NCCc1ccccc1)C(=O)NCC1OCCN1S(=O)(=O)c1ccc2c(c1)OCCO2 (centres undefined)
 : 4.2%	i	-23%	0%	-15%	15%	-9%	-9%	?
C=CCSc1nnc(-c2cc3c(-c4ccccc4)nn(C)c3s2)n1C
 : 2.2%	i	3%	-2%	5%	10%	-2%	98%[activator]	nt
CC(=O)Nc1ccc(S(=O)(=O)N2CCN(C(=O)c3ncoc3-c3ccc(F)cc3)CC2)cc1
 : 0.2%	i	-5%	-7%	8%	-10%	8%	-21%	5%

Structural class, the entries above with an NH in an aromatic ring
The line under a structure holds: Nrf2 activator	ATXN viability	HepG2 viability	EPAC2 antagonist	TGFb inhibitor	MCF10A rerep	A549 viability	ATXN2 expr inh	Nrf2 inh
O=C(O)c1cc2cc(OCc3ccccc3)ccc2[nH]1
 : 0.0%	i	23%	5%	26%	24%	-6%	27%	23%
Nc1nc2c(nc(SCc3ccccc3Br)n2[C@@H]2O[C@H](CO)[C@@H](O)[C@H]2O)c(=O)[nH]1
 : -0.3%	i	-5%	0%	5%	-3%	0%	10%	1%

Additional results.
The line under a structure holds: Nrf2 activator	ATXN viability	HepG2 viability	EPAC2 antagonist	TGFb inhibitor	MCF10A rerep	A549 viability	ATXN2 expr inh	Nrf2 inh
CCOc1ccccc1NC(=O)CSC1=Nc2ccccc2C2=NC(CC(=O)NC3CCCCC3)C(=O)N12 (centres undefined)
 : 10%	?	0%	nt	-27%	nt	?	2%	-22%
COc1ccc(S(=O)(=O)NCC2(N3CCOCC3)CCCCC2)cc1OC
 : -0.1%	i	1%	10%	-3%	?	-2%	2%	4%
COc1ccc(CNCCC2(Cc3ccccc3)CC(C)N(C)CC2C)cc1OC (centres undefined)
 : -0.9%	?	-45%	-19%	-2%	?	-29%	?	4%
Cc1csc2c(=O)n3c(nc12)CCCCC3
 : -0.8%	i	0%	-1%	-10%	1%	0%	-8%	nt
O=C(c1cccc(S(=O)(=O)Nc2ccc(F)cc2)c1)N1CCOCC1
 : 0.3%	i	-2%	-3%	-7%	1%	-3%	nt	1%
CC(C)C1C(C#N)=C(N)Oc2n[nH]c(-c3ccccc3)c21 (centres undefined)
 : 8.6%	i	-9%	4%	-6%	1%	5%	-9%	12%
CCn1c(SCC(N)=O)nc2sc3c(c2c1=O)CCCC3
 : 3.6%	i	-21%	-5%	-5%	10%	4%	1%	?
Cc1ccc(CNC(=O)c2nn(C)c(C)c2[N+](=O)[O-])cc1
 : -1.0%	i	8%	25%	2%	-72%[inhibitor]	-2%	-6%	1%
COc1ccc(Cl)cc1NC(=O)Nc1ccc(C(=O)N2CCOCC2)cc1
 : 0.2%	i	-37%	-8%	?	-5%	-12%	-2%	-51%
Cc1c(NC(=O)C2CCN(S(=O)(=O)c3ccc(Cl)cc3)CC2)c(=O)n(-c2ccccc2)n1C
 : -0.3%	i	5%	6%	-16%	1%	-16%	-16%	?
CCOc1ccc(S(=O)(=O)Nc2ccc(C(=O)NCC(c3ccc(OC)cc3)N3CCOCC3)cc2)cc1 (centres undefined)
 : -0.8%	i	-9%	-4%	-6%	?	0%	7%	7%
COc1cc(OC)cc(-c2c(C#Cc3ccsc3)c3cc(-c4ccc5c(c4)OCO5)ccc3n2C)c1
 : -0.4%	i	7%	2%	6%	16%	-1%	8%	26%
COc1ccccc1OCCSc1nnnn1-c1ccc(C)cc1
 : 6.6%	i	-6%	-9%	7%	0%	4%	15%	1%
COc1ccccc1C(=O)NCCC(=O)NCCOc1ccc(C)cc1
 : -0.3%	i	8%	-15%	-9%	nt	nt	nt	nt
COCCCNC(=O)c1ccccc1N(Cc1ccccc1)S(=O)(=O)c1ccc(OC)cc1
 : -0.6%	?	-7%	-2%	-26%	?	?	-17%	?
Cc1ccc(P(=O)(CC(=O)O)c2ccc(C)cc2)cc1
 : -0.4%	?	-14%	1%	-16%	-2%	-4%	1%	11%
COC(=O)[C@@]1(Cc2ccc(OC)cc2)[C@H]2c3cc(C(=O)N(C)C)n(Cc4c(CO)[nH]cc(C)c4=O)c3C[C@H]2CN1C(=O)c1ccccc1
 : -0.6%	i	-1%	-9%	3%	4%	1%	1%	10%
O=C(CN1C(=O)NC2(CCCCCCC2)C1=O)NCc1ccc(F)cc1
 : -1.1%	i	-1%	-11%	-1%	16%	2%	-4%	9%
COc1ccc(/C=N/NC(=O)CO/N=C(\C)c2cccs2)cc1
 : -0.2%	i	-49%	-3%	16%	13%	0%	12%	-9%
O=C1CSC(=Nc2cccc(Cl)c2Cl)N1Cc1cccnc1
 : 1.0%	i	-151%	?	-7%	0%	0%	?	4%
CCCCn1c(O)c(N=Nc2ccccc2O)c2ccccc21
 : ?	i	-57%	-6%	?	0%	-13%	25%	6%
CC1CCN(C(=O)c2[nH]cnc2C(=O)N(C)Cc2ccccc2)CC1
 : -0.4%	i	-9%	5%	11%	?	-2%	4%	0%
Cc1ccc(C)c(Nc2nc3ccccc3n3cnnc23)c1
 : 0.1%	?	-31%	-7%	?	10%	2%	nt	-9%
CCCN(C(=O)c1cn(-c2ccccc2)nc1-c1ccc(OC)cc1)C1CCS(=O)(=O)C1 (centres undefined)
 : 2.8%	i	-5%	-5%	2%	1%	1%	0%	-16%
CC1CCN(c2nc3c(-c4cccc(Br)c4)nnn3c3ccccc23)CC1
 : -0.9%	i	-14%	nt	?	nt	1%	9%	-7%
C=CCN(c1ccccc1Cl)S(=O)(=O)c1cccc(C(=O)NCCc2ccc(OC)cc2)c1
 : 0.2%	i	-38%	-14%	-17%	30%	0%	-14%	?
Clc1cccc(CSc2nnc(-c3ccccn3)n2Cc2ccco2)c1
 : 4.5%	i	-25%	-10%	-22%	?	?	-12%	?
CC(C)CN(C(=O)Cn1c(Cl)nc2c1c(=O)n(C)c(=O)n2C)C1CCS(=O)(=O)C1 (centres undefined)
 : 0.0%	?	9%	3%	6%	0%	0%	-4%	-13%
Cc1cccc(NC(=O)Cn2nnc(-c3nc(-c4ccncc4)no3)c2N)c1
 : 1.1%	nt	-13%	nt	nt	nt	12%	nt	?
CC(C)NC(=O)CN(CCc1ccccc1)S(C)(=O)=O
 : -0.5%	i	-7%	14%	-5%	-18%	-1%	5%	-9%
Cc1c(/C(O)=C2/C(=O)C(=O)N(CCN3CCOCC3)C2c2cccs2)cnn1-c1ccccc1 (centres undefined)
 : 3.6%	i	0%	10%	-1%	-11%	-3%	75%[activator]	nt
CCOc1ccc(NC(=O)CCCCCN2C(=O)[C@@H]3Cc4ccccc4CN3C2=O)cc1
 : -0.6%	i	7%	-5%	-3%	-11%	-3%	15%	-29%
O=C(c1cccc(Cl)c1)N(Cc1ccco1)C1CCS(=O)(=O)C1 (centres undefined)
 : 0.3%	nt	0%	1%	8%	2%	-9%	-28%	-9%
COc1ccc(-c2cc(-c3nnc(-c4ccncc4)o3)c3ccccc3n2)cc1
 : -0.9%	i	-2%	6%	7%	?	-2%	-5%	-10%
CCN1C(=O)[C@H]2[C@@H](c3ccc(OC)cc3)N[C@]3(CCCN(Cc4ccc(C)cc4)C3=O)[C@H]2C1=O
 : -0.4%	i	-24%	6%	-7%	nt	nt	-9%	nt
COc1ccc(-c2cccc(C(=O)NCC(=O)O)c2)cc1
 : 2.3%	i	4%	14%	16%	-1%	5%	35%[activator]	nt
CC1CN(c2ccc([N+](=O)[O-])c(NCCOc3ccccc3)c2)CC(C)N1 (centres undefined)
 : 10%	?	-58%	-8%	?	17%	5%	?	2%
O=C(Nc1ccc(C2=CN(Cc3ccccc3)CCC2=O)cc1)OCc1ccccc1
 : -1.2%	i	11%	-12%	?	-3%	-1%	9%	5%
CCOc1ccc(NC(=O)CSc2nnnn2CC(=O)O)cc1
 : -0.5%	?	4%	-21%[57.1 µM]	5%	4%	-2%	1%	?
COc1ccc(C(C)(C)C)cc1NC(=O)c1ccc[n+]([O-])c1
 : 0.0%	?	5%	-2%	4%	0%	-13%	-12%	?

Some of the compounds tested, so the mix of outcomes need not match the whole.
